GPR55 activation – GPR55 agonists via beta-arrestin recruitment, primary screen, imaging, U2OS cells, beta-arrestin-GFP redistribution (AID 1961); U2OS GPR55 beta-arrestin-GFP redistribution imaging; higher % means a stronger effect; activation, % at 10 µM; hits with a dose series show EC50 in µM; 0.048% of 290,000 active;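 active = activation above 40% with more than 50 cells counted in the well; inconclusive = wells holding fewer than 50 cells, flagged as toxic or sparse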;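 note: U2OS osteosarcoma cells stably expressing GPR55 and beta-arrestin-GFP; plate controls were DMSO negative control for no effect and LPI positive control for full effect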
MgcRacGAP inhibition – MgcRacGAP GTPase-activating activity inhibitors, confirmation, biochemical, ADP Hunter fluorescence. MgcRacGAP-stimulated Rac1 GTP hydrolysis, ADP Hunter fluorescence; higher % means a stronger effect; GST-tagged Rac1 F28L mutant substrate. one-dose inhibition, % at 30 µM; IC50 in µM for titrated hits. 0.6% of 340,000 active;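 active = first-screen hits whose inhibition reached a set limit at any dose in the follow-up dose series; inconclusive = inhibition above the set first-screen limit but never retested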;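 note: fluorescence reports GDP produced by GAP-driven GTP hydrolysis; strong numbers were not always called active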
LYP phosphatase – inhibitors of LYP phosphatase, biochemical, fluorescence intensity, uHTS (AID 1779); inhibition, % at 11.5 µM, or IC50 in µM where a hit was titrated; recombinant LYP phosphatase, fluorescence intensity; higher % means a stronger effect; 0.054% of 290,000 active; in the data active = inhibition above about 50%;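 note: plate controls were vehicle with enzyme for no effect and no enzyme for full effect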
GPR35 antagonists – inhibition of zaprinast-stimulated GPR35 beta-arrestin translocation – imaging, U2OS, beta-arrestin-GFP, zaprinast agonist, primary screen (AID 2058) | U2OS GPR35 beta-arrestin-GFP translocation imaging, zaprinast antagonism; higher % means a stronger effect | 0.052% of 290,000 active | one-dose inhibition, % at 10 µM; IC50 in µM for titrated hits;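 active = inhibition of at least 50% with at least 30 cells and total cytoplasm GFP at most 10,000,000; inconclusive = under 30 cells or total GFP of 10,000,000 plus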
GPR55 LPI antagonism – GPR55 antagonists blocking LPI-driven arrestin recruitment, primary screen, imaging, U2OS, beta-arrestin-GFP, LPI agonist (AID 2013) | 0.13% of 290,000 active | inhibition, % at 10 µM; hits with a dose series show IC50 in µM | U2OS GPR55 beta-arrestin-GFP translocation imaging, LPI antagonism; higher % means a stronger effect;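 active = spots per cell inhibited over 60%, with over 100 cells counted and total cytoplasm intensity under 500,000; inconclusive = wells with under 100 cells, flagged as likely toxic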;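 note: U2OS cells stably carrying GPR55 and arrestin-GFP stimulated by 5 µM LPI near EC80; imaged beta-arrestin-GFP aggregate spots per cell after agonist stimulation; plate controls were LPI-stimulated DMSO wells for no effect and DMSO wells without LPI for full effect; some results filed as inactive read as strong as hits; confirmed hits need IC50 under 10 µM and bright autofluorescent wells are also inconclusive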
Large T inhibition – SV40 large T antigen inhibitors, biochemical (AID 1903). inhibition, % at 20 µM, or IC50 in µM where a hit was titrated. SV40 large T antigen ATPase/helicase inhibition assay; higher % means a stronger effect. 0.39% of 310,000 active; in the data active = a potency from the dose series; inconclusive = inhibition mostly from about 32% at the one dose, without a potency; inactive = the rest, 99 in 100 with inhibition below about 32%; note: strong numbers were not always called active
NTR1 agonist – agonists of NTR1, primary screen, imaging, U2OS cells, beta-arrestin-GFP, high content (AID 493036); activation, % at 20 µM; P30989; NTR1-U2OS beta-arrestin-GFP spot imaging, agonist mode; 0.17% of 330,000 active;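 active = activation at or above 40% of the spot to cytoplasm intensity ratio, with at least 20 cells analyzed; inconclusive = wells under 20 cells, flagged as cytotoxic or low count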;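 note: 0% = DMSO without peptide and 100% = 100 nM NTR1 peptide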
Target sequence (P30989 whole entry, looked up): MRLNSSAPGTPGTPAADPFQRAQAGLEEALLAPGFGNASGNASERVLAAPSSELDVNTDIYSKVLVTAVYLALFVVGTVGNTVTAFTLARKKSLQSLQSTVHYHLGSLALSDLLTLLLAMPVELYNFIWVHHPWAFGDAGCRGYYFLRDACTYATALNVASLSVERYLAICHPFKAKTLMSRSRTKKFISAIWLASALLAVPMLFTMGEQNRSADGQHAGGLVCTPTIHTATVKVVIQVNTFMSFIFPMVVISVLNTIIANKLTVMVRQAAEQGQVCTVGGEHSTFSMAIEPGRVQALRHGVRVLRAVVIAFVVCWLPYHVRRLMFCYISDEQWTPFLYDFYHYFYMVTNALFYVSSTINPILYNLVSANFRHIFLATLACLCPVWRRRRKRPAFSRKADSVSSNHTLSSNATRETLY
Lipid droplet – modulators of hepatic lipid droplet formation; AID 1656; 0.4% of 240,000 active; inhibition, % at 6.5 µM; AML12 mouse hepatocytes, oleate lipid droplets, BODIPY imaging;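 active = lipid droplet intensity inhibited by at least 50%, with more than 500 cells counted; inconclusive = wells with under 300 cells, treated as cytotoxic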
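Assay system: AML12 mouse liver cells | Compound dosing: One dose, 6.5 µM compound | Read-out basis: Droplet intensity reduction, % inhibition | Measured by: Fluorescence imaging, 20x objective, two fields per well | Schedule: Overnight treatment with compound plus oleate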
T cell modulator – T cell immune modulators affecting CD8 T cell-vesicle binding; 2C CD8+ T cell-vesicle binding, flow cytometry; active compounds read low; calls only at 7 µM; 0.068% of 330,000 active; AID 2052;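 active = response, share of CD8 T cells binding vesicles, and their 90th percentile fluorescence all below set limits, cut at about 80% in these data, passing the limit was not always enough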
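Assay system: 2C TCR transgenic mouse naive CD8+ T cells, MACS-purified | Read-out: CD8+ gate FL2 mean fluorescence as % of same-row positive control | Signal: High-throughput flow cytometry with anti-B7-1 and anti-CD8 staining | Timing: Binding step 1.5 h, 37 °C, antibody labelling 20 min, ice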
Lipid droplet cells 6.5 µM – recorded beside Lipid droplet, whose call it bears; cell count; measured here: cell count, cytotoxicity flag;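 cells counted across two imaged fields per well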
T cell modulator vesicle-bound % – also measured in T cell modulator; calls as there; double positive events, %; measured here: CD8+ vesicle-bound cell fraction;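 binding gate set so that unloaded-vesicle control wells show 10% double positive cells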
NTR1 agonist cell count 20 µM – recorded beside NTR1 agonist, whose call it bears; cell count; measured here: cell count, cytotoxicity flag
Starred values were filed as active, the others as inactive; i = inactive; ? = inconclusive; . = no result given.

structure	GPR55 activation	MgcRacGAP inhibition	LYP phosphatase	GPR35 antagonists	GPR55 LPI antagonism	Large T inhibition	NTR1 agonist	NTR1 agonist cell count 20 µM	Lipid droplet	Lipid droplet cells 6.5 µM	T cell modulator	T cell modulator vesicle-bound %
O=c1c2ccccc2nc2n1C(CSc1ccc(F)cc1)CN2 (stereo not given)	-0.1%	7%	-8%	1%	14%	1%	0.1	75	.	.	i	24
C=CCOC(=O)C1=C(C)NC(=S)NC1c1cccs1 (stereo not given)	-0.4%	-1%	2%	-16%	1%	37%	-1.2	65	-2	665	i	54
Cc1cc(C)n(-c2ncnc3sc4c(c23)CC(C)CC4)n1 (stereo not given)	-0.2%	18%	-9%	12%	-1%	4%	-0.7	51	.	.	i	24
CCOc1cc(/C=C2/C(=O)ON=C2C)ccc1O	-0.1%	22%	-6%	-18%	1%	?	2.0	106	2	406	i	35
C/C(=C\C(=O)O)C(=O)Nc1nccs1	0.3%	2%	2%	-5%	8%	1%	2.1	56	-1	834	i	43
O=C(O)c1ccc(N/N=C/c2cn(Cc3ccc(F)cc3)c3ccccc23)cc1	-0.1%	-10%	-1%	-8%	7%	?	3.7	56	29	774	i	14
COc1ccc(NC(=O)COC(=O)c2c3c(nc4ccccc24)CCCC3)cc1	-0.1%	7%	2%	8%	.	12%	14	86	.	.	i	21
Cc1sc(-n2c(C)cc(C=O)c2C)c(C(=O)O)c1C	-0.1%	3%	-4%	20%	-6%	12%	0.9	46	-1	745	i	44
O=S(=O)(c1ccc2nc(Cc3cccc(C(F)(F)F)c3)[nH]c2c1)N1CCOCC1	-0.1%	4%	4%	-6%	6%	-1%	-1.0	43	7	836	i	27
CCC(C)(C)NC(=O)C1c2ccccc2Oc2ccccc21	0.1%	.	2%	-3%	16%	19%	-0.8	105	4	715	i	38
Cc1ccsc1/C=N/NC(=O)C(=O)NCC(C)C	0.4%	0%	-1%	10%	-1%	28%	0.9	56	6	785	i	24
Cc1cc(C(=O)N2CCN(C/C=C/c3ccccc3)CC2)no1	-0.2%	1%	2%	-12%	-1%	13%	-0.1	70	-2	645	i	19
COC(=O)c1cccc(NC(=O)Cc2nc(-c3ccccc3)sc2-c2ccc(C)cc2)c1	0.1%	8%	4%	-3%	7%	6%	-0.7	52	-29	664	i	49
Cn1c2ccccc2c2ncn(CCN3CCOCC3)c(=O)c21	0.6%	12%	-7%	13%	4%	27%	-0.6	82	.	.	i	15
CN1C[C@H](C(=O)NC2(C)OC3(O)[C@@H]4CCCN4C(=O)[C@H](Cc4ccccc4)N3C2=O)CC2c3cccc4[nH]cc(c34)C[C@H]21 (stereo not given in full)	.	9%	.	.	.	6%	2.9	65	.	.	i	35

Next part
structure	GPR55 activation	MgcRacGAP inhibition	LYP phosphatase	GPR35 antagonists	GPR55 LPI antagonism	Large T inhibition	NTR1 agonist	NTR1 agonist cell count 20 µM	Lipid droplet	Lipid droplet cells 6.5 µM	T cell modulator	T cell modulator vesicle-bound %
O=C(NCc1n[nH]c(=S)n1-c1ccccc1)c1ccc(S(=O)(=O)N2CCOCC2)cc1	-0.1%	5%	-3%	1%	11%	13%	1.7	63	.	.	i	40
O=C(CSc1ccc2ccccc2c1)N1CCN(c2ccc(O)cc2)CC1	-0.3%	45µM*	-7%	2%	0%	.	1.0	55	-24	637	i	37
O=C(COC(=O)/C=C/c1ccco1)NCCc1ccccc1	-0.2%	-1%	-4%	-2%	-4%	22%	0.1	62	4	672	i	61
CC(=O)Nc1ccc(S(=O)(=O)N/N=C/c2ccc(C)s2)cc1	0.2%	3%	-5%	-5%	3%	6%	0.5	64	13	555	i	46
O=C(NC1CCN(C(=S)Nc2ccc(Cl)cc2)CC1)c1ccco1	0.5%	8%	-4%	2%	-1%	2%	-0.9	36	-4	824	i	37
Cc1nnc2c3ccccc3c(-c3ccc(O)cc3)nn12	-0.1%	12%	0%	13%	-7%	3%	-0.6	42	16	784	i	40
CCCn1c(C)cc(C(=O)COc2ccc(-c3nnco3)cc2)c1C	0.7%	6%	-2%	1%	9%	6%	1.9	35	0	687	i	36
CC(=O)Nc1c(O)nc(SCc2ccccc2C#N)[nH]c1=O	0.6%	6%	-10%	8%	20%	8%	6.6	57	-4	644	i	47
Cc1ccc(S(=O)(=O)CCC(=O)Nc2cccc(Cl)c2)cc1	0.0%	10%	-7%	5%	11%	13%	-0.8	96	.	.	i	34
CC(=O)N1CCOc2ccc(S(=O)(=O)NCc3ccc(Cl)cc3)cc21	0.2%	-17%	-9%	17%	13%	3%	2.2	62	-10	764	i	2
Cc1ccc(NCc2nnc(SCC(=O)O)n2-c2ccc(C)cc2)cc1	-0.1%	4%	0%	14%	9%	12%	-0.5	85	4	778	i	49
Cc1ccc(Oc2ccc(C(=O)NCc3ccncc3)cc2)cc1	-0.2%	12%	-3%	10%	-2%	-38%	.	.	-23	728	.	.
N#Cc1cccc2cnccc12	-0.2%	4%	-6%	4%	-5%	8%	-0.2	97	0	693	i	42
CCCNC(=O)NC(=O)COC(=O)c1cccc(NS(=O)(=O)c2ccc(F)c(F)c2)c1	1.2%	5%	-6%	1%	0%	-1%	0.2	69	-4	689	i	28
Cc1ccc(CNC(=O)C2CCN(S(=O)(=O)c3cccnc3)CC2)cc1	-0.1%	-9%	-10%	-4%	1%	7%	0.9	47	-2	687	i	44

Going on with the list:
structure	GPR55 activation	MgcRacGAP inhibition	LYP phosphatase	GPR35 antagonists	GPR55 LPI antagonism	Large T inhibition	NTR1 agonist	NTR1 agonist cell count 20 µM	Lipid droplet	Lipid droplet cells 6.5 µM	T cell modulator	T cell modulator vesicle-bound %
Cc1cc2c(cc1C)NC(c1c(C)n(C)n(-c3ccccc3)c1=O)C1=C(CC(C)(C)CC1=O)N2 (stereo not given)	-0.1%	1%	-1%	5%	4%	17%	2.9	60	-4	645	i	59
CCOC(=O)N1CCC(=NNC(=O)COc2ccc(OC)cc2)CC1	-0.5%	2%	-6%	-6%	13%	8%	0.3	52	12	527	i	50
CNC(=O)c1sc(NCc2ccccc2OC)nc1C	0.6%	11%	-10%	-15%	4%	.	-0.8	43	34	759	.	.
COc1cc(C(=O)Nc2ccc(C)cc2)c2ccccc2n1	-0.1%	-8%	-4%	0%	-11%	7%	4.1	89	-20	439	i	37
O=C(CCCn1c(=O)[nH]c2ccsc2c1=O)N1CCN(c2ccccn2)CC1	0.0%	-4%	-6%	6%	5%	3%	-2.0	105	.	.	i	36
CCOc1ccccc1NC(=O)CCn1c(=O)oc2ccccc21	0.5%	8%	-2%	7%	20%	7%	-0.8	72	.	.	i	38
O=C(O)c1cccc([N+](=O)[O-])c1C(=O)Nc1nc2ccccc2s1	-0.5%	8%	-5%	-7%	-16%	21%	-0.4	43	-11	658	i	23
COc1ccc(OC)c(C(c2nnnn2Cc2ccccc2)N2CCN(C)CC2)c1 (stereo not given)	1.4%	4%	-7%	-1%	7%	4%	-0.1	47	.	.	i	27
Cc1ccc(NC(=O)CNC(=O)c2ccc3c(c2)OCO3)nc1	-0.1%	4%	-12%	13%	19%	14%	0.1	51	14	880	i	17
CCOC(=O)c1c(NC(=O)COC(=O)Cn2cnc3c2c(=O)n(C)c(=O)n3C)sc(C)c1CC	.	2%	.	.	.	13%	0.8	74	.	.	i	30
Cc1cccc(NC(=S)N2CCC(N(C)CC3CCCO3)CC2)c1 (stereo not given)	-0.4%	1%	-9%	5%	10%	9%	0.6	55	14	678	i	24
O=S(=O)(Nc1ccncc1)c1cc(Cl)c(Cl)cc1Cl	-0.2%	7%	-5%	16%	8%	9%	-0.5	61	-1	856	i	68
COc1ccc(CNC(=O)c2cc(-c3ccc(OC)c(OC)c3)on2)cc1	-0.5%	-14%	3%	-4%	7%	3%	0.6	53	4	725	i	14
COc1ccccc1NC(=O)Cc1noc(CSc2n[nH]c(N)n2)n1	0.4%	3%	-8%	-6%	-9%	0%	1.3	45	18	679	i	22
Fc1ccc(N2CCN(c3cnc4ccccc4n3)CC2)cc1	0.0%	5%	-4%	-8%	1%	3%	3.3	87	.	.	i	67

The listing continues.
structure	GPR55 activation	MgcRacGAP inhibition	LYP phosphatase	GPR35 antagonists	GPR55 LPI antagonism	Large T inhibition	NTR1 agonist	NTR1 agonist cell count 20 µM	Lipid droplet	Lipid droplet cells 6.5 µM	T cell modulator	T cell modulator vesicle-bound %
Cn1c(=O)c2c(SCC(=O)NCc3ccco3)nc(CC(C)(C)C)nc2n(C)c1=O	0.4%	5%	1%	46%	15%	12%	5.3	94	.	.	i	38
COc1cccc(-c2ccnc3[nH]n(-c4ccccc4)c(=O)c23)c1	-0.2%	4%	-9%	2%	-5%	8%	0.7	67	1	776	i	36
COc1ccc(/C=C/C(=O)OCC(=O)NC2CCCC(C)C2C)cc1S(=O)(=O)N1CCOCC1 (stereo not given)	-0.3%	-5%	-12%	-10%	1%	2%	1.4	50	-13	656	i	16
N/C(=N\c1nc2ccccc2o1)NC(=O)c1ccccc1Br	-0.2%	6%	8%	5%	-5%	5%	-0.3	52	-42	674	i	33

High-throughput results as filed in PubChem.
